SIAH1 antagonists = blockers of Siah-1 interaction with plectin peptide – biochemical, fluorescence polarization, rhodamine-plectin, uHTS, primary screen (AID 1817); 290,000 tested, 0.02% active; displacement, % at 20 µM, or IC50 in µM where a hit was titrated; Siah-1 / rhodamine-plectin peptide fluorescence polarization; higher % means a stronger effect;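 active = displacement of at least 50% at 20 µM, with a fluorescence ratio check between 0.3 and a set limit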;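 note: plate controls were Siah plus tracer with DMSO for no effect and tracer alone without Siah for full effect; strong numbers were not always called active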
LYP inhibition = PTPN22 lymphoid phosphatase activity blockers – biochemical, fluorescence intensity, uHTS (AID 1779); recombinant LYP phosphatase, fluorescence intensity; higher % means a stronger effect; 290,000 tested, 0.054% active; inhibition, % at 11.5 µM, or IC50 in µM where a hit was titrated;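 note: plate controls were vehicle with enzyme for no effect and no enzyme for full effect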
KOR beta-arrestin-1 = KOR antagonists, beta-arrestin recruitment, cell-based, luminescence, uHTS (AID 1778). KOR beta-arrestin recruitment, luminescence, antagonist mode; higher % means a stronger effect. inhibition, % at 10 µM, or IC50 in µM where a hit was titrated. 290,000 tested, 0.091% active; note: strong numbers were not always called active
Myeloid diff MLP = myeloid differentiation induction | AID 624256 | 360,000 tested, 1% active | calls only at 10 µM | ER-HoxA9 myeloid progenitors, lysozyme-GFP differentiation, flow cytometry;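 active = normalized GFP-positive differentiation at or above the plate's own cutoff, the solvent-only control mean plus 3 SD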;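 note: cells exposed to compound for four days before flow analysis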
Salmonella PhoP GFP = PhoP-dependent GFP reporter repression – Salmonella Typhimurium, primary screen (AID 1863). S. Typhimurium PhoP-regulated promoter GFP reporter, 4 h; higher % means a stronger effect. inhibition, % at 50 µM; hits with a dose series show IC50 in µM. 300,000 tested, 0.16% active;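 active = inhibition over 29.93%, a cutoff 3 SD above the screen mean, later confirmed by dose response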;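 note: 0% = low Mg2+ inducing control and 100% = high Mg2+ repressing control; strong numbers were not always called active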
HIV peptide binding = cell-free HIV fusion peptide-binding blockers – biochemical, uHTS, fluorescence dequenching, primary screen (AID 1986); cell-free peptide binding, fluorescence dequenching, 30 min; higher % means a stronger effect; one-dose inhibition, % at 20 µM; IC50 in µM for titrated hits; 290,000 tested, 0.3% active; in the data active = inhibition mostly above about 52%, no sharp cut-off; inactive = mostly below about 76%; note: some results filed as inactive read as strong as hits
HEK293 NOD2/NF-kB = inhibition of NOD2-driven NF-kB reporter – cell-based, luminescence, uHTS, HEK293 (AID 1566) | HEK293 NOD2/NF-kB luciferase reporter, luminescence; higher % means a stronger effect | one-dose inhibition, % at 4 µM; EC50 in µM for titrated hits | 290,000 tested, 0.63% active; note: many of its hits are not listed in these tables
NOD1 NF-kB reporter = NOD1 signaling inhibitors, primary screen, cell-based, luminescence, uHTS (AID 1578); 290,000 tested, 1% active; one-dose inhibition, % at 4 µM; EC50 in µM for titrated hits; NOD1-driven NF-kB luciferase reporter cells, luminescence; higher % means a stronger effect; in the data active = inhibition mostly above about 36%, no sharp cut-off; inactive = mostly below about 34%;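 note: HEK-293T reporter cells stimulated with the NOD1 agonist gamma-tri-DAP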
KOR beta-arrestin-2 = kappa opioid receptor activators – cell-based, luminescence, uHTS, primary screen (AID 1777) | one-dose activation, % at 10 µM; EC50 in µM for titrated hits | KOR beta-arrestin recruitment, luminescence; higher % means a stronger effect | 280,000 tested, 0.02% active; in the data active = activation above about 50%, passing the limit was not always enough; note: a part of the inactive calls stands beside numbers as strong as those of hits
Myeloid diff MLP GFP+ MAC1+ % = second read-out of Myeloid diff MLP, no call of its own (marks repeat the call); GFP+ MAC1+ double positive, %; measured here: differentiation confirmed by MAC1 staining
* = called active by the depositor; i = inactive; nt = not tested or not shown; [ ] = another dose, or the depositor's remark. Cut-off read from the data, not from the text of the source, unless noted: active = inhibition above about 50%; inactive = the rest.

SMILES	SIAH1 antagonists	LYP inhibition	KOR beta-arrestin-1	Myeloid diff MLP	Myeloid diff MLP GFP+ MAC1+ %	Salmonella PhoP GFP	HIV peptide binding	HEK293 NOD2/NF-kB	NOD1 NF-kB reporter	KOR beta-arrestin-2
COc1cc(C(=O)O)c2ccccc2n1	4%	-2%	-12%[20 µM]	i	0.2	nt	1.1%	-13%	-22%	2.5%
COc1ccc(N(CC(=O)N/N=C/c2cccc3c2OCCO3)S(=O)(=O)c2ccc(NC(C)=O)cc2)cc1	0%	0%	1%	i	0.6	-8%	-0.7%	-16%	1%	5.7%
COc1cccc(-c2cc(C(=O)Nc3ccc4c(c3)OCCO4)c3ccccc3n2)c1	-1%	14%	-9%	nt	nt	-4%	1.0%	12%	7%	0.4%
COc1ccccc1/C=C/C(C)=O	1%	-3%	-50%	i	1.6	10%	2.1%	-13%	-47%	2.5%
CCOc1ccccc1NC(=O)c1cccc2ccccc12	-1%	-7%	-19%[20 µM]	i	0.6	3%	0.5%	13%	-30%	1.4%
COc1ccc(C2CC2/C(=N/OC(=O)c2cccs2)c2ccccc2)cc1 (stereo not drawn)	2%	1%	-43%	i	0.1	3%	0.5%	-32%	-44%	1.7%
CCOC(=O)C1C(=O)NC(SCC(=O)Nc2nccs2)=C(C#N)C1c1ccccc1OCC (stereo not drawn)	0%	-2%	-14%	i	7.9	0%	2.6%	0%	-3%	-4.7%
CO/N=C/C(NC(=O)c1ccc(C(F)(F)F)cc1)C(=O)OC (stereo not drawn)	7%	-8%	-1%	i	0.7	7%	4.0%	4%	-33%	-4.6%
CC1CN(c2ccc(C(=O)c3ccccc3C(=O)O)cc2[N+](=O)[O-])CC(C)O1 (stereo not drawn)	2%	0%	-8%[20 µM]	i	0.5	3%	-1.3%	-5%	-39%	-1.1%
Cc1cccc(NC(=O)CCCc2ccccc2)c1	1%	-6%	6%	i	0.4	-1%	0.7%	-36%	-60%	-5.5%
CC(CC(=O)NCCc1ccc(S(N)(=O)=O)cc1)c1ccccc1 (stereo not drawn)	3%	-8%	-19%	i	1.0	3%	-0.2%	2%	-2%	2.2%
CCOC(=O)CSc1nc2ccccc2n2cnnc12	-6%	-4%	-17%	i	6.5	-6%	-1.1%	10%	-8%	-1.5%
CC(=O)Nc1ccc(NC(=O)N(c2ccccc2)c2ccccc2)cc1	-2%	-9%	10%	i	6.3	-7%	0.7%	8%	-5%	-1.9%
COc1ccccc1/C=C/C(=O)OCCN1CCOCC1	0%	0%	24%	i	0.2	-14%	-1.0%	0%	-27%	-4.7%
O=C(NNC(=O)C1CCCCC1)c1cnccn1	0%	-1%	-1%	i	1.2	8%	-1.7%	18%	6%	4.5%
O=C(NCCNC(=O)c1ccccc1F)c1ccccn1	-1%	-8%	-15%	i	1.7	1%	2.5%	-19%	-8%	2.6%
Cc1cccc(CCNC(=O)C2CCN(S(=O)(=O)N3CCOCC3)CC2)c1	3%	-6%	29%	i	3.3	-3%	-0.5%	8%	-8%	0.7%
CCC(=O)Nc1nnc(S(=O)(=O)N(C)c2ccccc2)s1	-5%	-5%	-14%	i	0.7	4%	0.0%	4%	-13%	3.2%
O=C(Cc1ccc([N+](=O)[O-])cc1)Nc1ccc2c(c1)OCO2	3%	-7%	21%	i	0.1	-5%	0.9%	8%	1%	-3.8%
CC1=C(C(=O)OCc2ccccc2)C(c2ccc(-c3ccccc3)cc2)NC(=O)N1CCCCCC(=O)O (stereo not drawn)	-1%	8%	-13%	i	1.3	4%	41%	1%	-7%	5.4%
COc1cc(NC(=S)N2CCN(c3ccccn3)CC2)c(OC)cc1Cl	0%	0%	3%	i	1.2	-17%	-1.4%	-3%	13%	9.2%
COc1cc(OC)cc(-n2nnnc2SCC(=O)NCc2ccc3c(c2)OCO3)c1	3%	-9%	1%	i	1.5	28%	1.5%	-16%	-8%	8.4%
O=C(CCS(=O)(=O)c1cc(Br)cc2c1N(C(=O)C1CC1)CC2)NCc1ccco1	-7%	-5%	-32%	i	1.0	-2%	1.5%	8%	-14%	0.1%
CNc1nc(Nc2ccccc2)nc(OCC(F)(F)F)n1	-3%	5%	-33%	i	0.2	-1%	0.0%	3%	-32%	2.2%
Cc1cc(NC(=O)COC(=O)C2CC(=O)N(c3cccc(C)c3C)C2)no1 (stereo not drawn)	16%	-9%	-20%	i	0.7	4%	1.3%	9%	-26%	-0.1%
Other entries follow.
SMILES	SIAH1 antagonists	LYP inhibition	KOR beta-arrestin-1	Myeloid diff MLP	Myeloid diff MLP GFP+ MAC1+ %	Salmonella PhoP GFP	HIV peptide binding	HEK293 NOD2/NF-kB	NOD1 NF-kB reporter	KOR beta-arrestin-2
CS/C(N)=N/S(=O)(=O)c1ccc(NC(C)=O)cc1	-1%	-8%	-5%	i	0.1	10%	-1.0%	26%	11%	0.1%
CCc1ccc(-c2ccc(C(=O)O)cc2)nc1	0%	2%	-2%	i	0.9	-6%	2.4%	-39%	-61%	1.3%
CN(CC(=O)Nc1ccc(F)c(F)c1)S(=O)(=O)c1cccc2nsnc12	0%	-1%	-15%	i	0.8	-5%	-1.0%	11%	14%	1.0%
CN=C1S/C(=C\c2cn(CC(=O)OC)c3ccccc23)C(=O)N1C	5%	-3%	-26%	i	0.6	-15%	-0.1%	1%	-15%	-3.0%
CCc1nnc(NC(=O)CSc2nnc(C3CCCCC3)n2-c2cccc(Cl)c2)s1	4%	-6%	26%	i	0.4	1%	-0.9%	11%	-19%	-3.8%
O=C(CN1CCC(O)(c2ccc(F)cc2)CC1)NCc1ccc(F)cc1	6%	-7%	-10%	i	7.6	3%	0.3%	-4%	-4%	4.0%
C/C(=N\NC(=O)Cc1ccc(Cl)cc1)c1ccc(F)cc1	2%	-7%	-11%	i	0.2	10%	1.5%	14%	-5%	-1.4%
COc1ccc(S(=O)(=O)N2CCC(C(=O)NC3CC(C)(C)NC(C)(C)C3)CC2)cc1	2%	-15%	-28%	i	0.4	0%	1.8%	2%	-4%	1.7%
Cc1cccc(OCc2nnc(N)s2)c1	-1%	-8%	0%	i	0.6	8%	-3.1%	2%	-25%	5.4%
Cc1nn(CC(C)C)c2sc(C(=O)NC3CC(C)(C)NC(C)(C)C3)cc12	1%	-4%	-12%	i	0.4	-5%	-0.7%	-14%	-25%	-4.8%
CC(C)CNC(=O)CC(=O)N/N=C/c1ccc(Br)cc1	11%	-8%	33%	i	5.8	-7%	1.0%	22%	3%	2.4%
[N-]=[N+]=NC[C@H](Cc1ccccc1)N1CC[C@@H](OCc2ccccc2)CCC1=O	4%	2%	-21%[20 µM]	i	1.2	-3%	1.2%	-5%	-30%	-0.8%
COc1ccc(N2CCN(c3ncnc4scc(-c5ccc(C)cc5)c34)CC2)cc1	5%	-7%	7%	nt	nt	-1%	-0.2%	-15%	-30%	-1.4%
COc1ccc(C2=[N+]([O-])C(C)(C)C(c3ccccc3)=N2)cc1	7%	-6%	6%	i	1.1	-5%	4.2%	13%	-7%	-1.6%
CCCCOC(=O)c1ccc(O)cc1	5%	-6%	0%	i	0.8	7%	3.6%	-9%	-17%	0.0%
CN(C)c1ccc(/C=N/NC(=O)CNC(=O)/C=C/c2ccccc2)cc1	13%	-4%	-13%	i	4.0	-1%	-0.7%	5%	-24%	4.3%
O=C(Cc1ccc([N+](=O)[O-])cc1)NCc1cccnc1	-3%	-1%	-18%[20 µM]	i	0.6	-1%	2.1%	3%	-18%	-4.9%
O=C(NC(=S)N1CCN(Cc2ccccc2)CC1)c1cccnc1	1%	-1%	14%[20 µM]	i	0.0	11%	-1.1%	11%	-26%	nt
CCOC(=O)c1cnn(CCOC(=O)c2ccccc2F)c1NC(=O)c1ccccc1F	0%	2%	3%	i	0.9	-1%	-0.2%	2%	-19%	1.9%
Cc1[nH]c(=O)[nH]c(=O)c1/C=C/C(=O)O	12%	0%	-1%	i	0.5	-4%	1.1%	6%	2%	0.6%
Cn1c(C(=O)NC2CC2)cc2c(=O)n(C)c3ccccc3c21	2%	-4%	9%	i	1.6	7%	-0.9%	-22%	-1%	-0.9%
O=C1NC(c2ccccc2Cl)=N/C1=C/c1ccco1	-3%	2%	8%	i	0.4	-9%	6.7%	-79%	-8%	3.0%
Cc1ccc(S(=O)(=O)N(C)C)cc1NC(=O)COC(=O)c1sc2cc(Cl)ccc2c1Cl	-4%	-3%	9%	i	0.2	2%	-0.8%	10%	9%	-1.5%
CC1CC(C)CN(S(=O)(=O)c2ccc(C(=O)NCc3ccco3)cc2)C1 (stereo not drawn)	3%	-4%	-5%	i	0.4	-12%	1.5%	1%	-11%	-3.5%
COc1ccc(/C(N)=N/OC(=O)CCCc2ccccc2)cc1OC	-1%	0%	-11%	i	0.9	-16%	-2.2%	2%	-28%	17%
Next compounds:
SMILES	SIAH1 antagonists	LYP inhibition	KOR beta-arrestin-1	Myeloid diff MLP	Myeloid diff MLP GFP+ MAC1+ %	Salmonella PhoP GFP	HIV peptide binding	HEK293 NOD2/NF-kB	NOD1 NF-kB reporter	KOR beta-arrestin-2
O=C(O)c1cnc(N2CCOCC2)nc1	5%	-4%	6%	i	0.1	0%	-0.2%	17%	-28%	-5.0%
OCc1ccnc(Cl)c1	0%	-7%	10%	i	0.6	-12%	2.7%	-2%	-27%	0.9%
CCOc1ccc(N(C(=O)CNS(=O)(=O)c2ccccc2)C(CC)C(=O)NCc2ccco2)cc1 (stereo not drawn)	9%	-7%	-35%[20 µM]	i	1.5	-3%	1.4%	11%	-15%	nt
COC(=O)N(NC(=O)C(O)(c1ccccc1)c1ccccc1)c1ccc(C)cc1	9%	-3%	35%	i	0.7	-1%	-1.7%	-4%	-13%	-4.0%
CCCCCn1c(Br)nc2c1c(=O)n(CC(N)=O)c(=O)n2C	0%	-11%	-45%	i	1.8	-5%	-3.2%	0%	10%	4.5%
COc1ccc(C(=O)CSc2nnc3n2CCCN3C(=O)Nc2ccccc2)cc1	14%	-7%	20%	i	0.7	-4%	0.8%	23%	-1%	-0.1%
CN(Cc1ccccc1)C(=O)CCS(=O)(=O)c1ccc2c(c1)NC(=O)CS2	-2%	-12%	-22%	i	1.5	4%	0.1%	-15%	-27%	2.9%
CCn1cc(C(=O)NCCCN(CC(C)C)CC(C)C)c(=O)c2cc(S(=O)(=O)N(C)C3CCCCC3)ccc21	6%	-1%	-11%	i	2.9	-3%	-0.5%	-10%	-20%	3.3%

Part of the list above in order of molar mass, lowest first:
SMILES	SIAH1 antagonists	LYP inhibition	KOR beta-arrestin-1	Myeloid diff MLP	Myeloid diff MLP GFP+ MAC1+ %	Salmonella PhoP GFP	HIV peptide binding	HEK293 NOD2/NF-kB	NOD1 NF-kB reporter	KOR beta-arrestin-2
O=C(O)c1cnc(N2CCOCC2)nc1	5%	-4%	6%	i	0.1	0%	-0.2%	17%	-28%	-5.0%
CN(Cc1ccccc1)C(=O)CCS(=O)(=O)c1ccc2c(c1)NC(=O)CS2	-2%	-12%	-22%	i	1.5	4%	0.1%	-15%	-27%	2.9%
COc1ccc(C(=O)CSc2nnc3n2CCCN3C(=O)Nc2ccccc2)cc1	14%	-7%	20%	i	0.7	-4%	0.8%	23%	-1%	-0.1%
CCn1cc(C(=O)NCCCN(CC(C)C)CC(C)C)c(=O)c2cc(S(=O)(=O)N(C)C3CCCCC3)ccc21	6%	-1%	-11%	i	2.9	-3%	-0.5%	-10%	-20%	3.3%

The list is partial. The share of hits here may be higher or lower than overall.
